Screens deposited in PubChem by several laboratories.
GPR55 beta-arrestin – GPR55 agonists via beta-arrestin recruitment, primary screen, imaging, U2OS cells, beta-arrestin-GFP redistribution (AID 1961) | G-protein coupled receptor 55 (Homo sapiens) | U2OS GPR55 beta-arrestin-GFP redistribution imaging; higher % means a stronger effect | one-dose activation, % at 10 µM; EC50 in µM for titrated hits | actives 0.048% (n = 290,000);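 active means activation above 40% with more than 50 cells counted in the well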;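 further: U2OS osteosarcoma cells stably expressing GPR55 and beta-arrestin-GFP; plate controls were DMSO negative control for no effect and LPI positive control for full effect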
KOR beta-arrestin-1 – KOR agonists, beta-arrestin recruitment, primary screen, cell-based, luminescence, uHTS (AID 1777) | Kappa-type opioid receptor (Homo sapiens) | KOR beta-arrestin recruitment, luminescence; higher % means a stronger effect | activation, % at 10 µM, or EC50 in µM where a hit was titrated | actives 0.02% (n = 280,000); in the data active means activation above about 50%, passing the limit was not always enough; further: a part of the inactive calls stands beside numbers as strong as those of hits
KOR beta-arrestin-2 – KOR antagonists, beta-arrestin recruitment, cell-based, luminescence, uHTS (AID 1778); KOR beta-arrestin recruitment, luminescence, antagonist mode; higher % means a stronger effect; one-dose inhibition, % at 10 µM; IC50 in µM for titrated hits; actives 0.091% (n = 290,000); in the data active means inhibition above about 50%; further: strong numbers were not always called active
UTI89 phage lysis – inhibition of K1F phage lysis, E. coli UTI89, bacterial capsule biogenesis inhibitors, alamar blue (AID 488966); one-dose inhibition, % at 100 µM; IC50 in µM for titrated hits; E. coli UTI89 K1F phage lysis, alamar blue, 2 h; higher % means a stronger effect; actives 0.02% (n = 340,000);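 active means phage lysis inhibition, versus mean bacterial control, above a set limit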;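 further: capsule biogenesis inhibitors block K1F phage lysis so surviving cells raise fluorescence; higher fluorescence means more inhibition of phage lysis; actives were called in the ten point dose series up to 300 µM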
NTR1 agonist – agonists of NTR1, primary screen, imaging, U2OS cells, beta-arrestin-GFP, high content (AID 493036); NTR1-U2OS beta-arrestin-GFP spot imaging, agonist mode; activation, % at 20 µM; actives 0.17% (n = 330,000);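 active means activation at or above 40% of the spot to cytoplasm intensity ratio, with at least 20 cells analyzed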;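 further: 0% = DMSO without peptide and 100% = 100 nM NTR1 peptide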
Target sequence (P30989 whole entry, looked up): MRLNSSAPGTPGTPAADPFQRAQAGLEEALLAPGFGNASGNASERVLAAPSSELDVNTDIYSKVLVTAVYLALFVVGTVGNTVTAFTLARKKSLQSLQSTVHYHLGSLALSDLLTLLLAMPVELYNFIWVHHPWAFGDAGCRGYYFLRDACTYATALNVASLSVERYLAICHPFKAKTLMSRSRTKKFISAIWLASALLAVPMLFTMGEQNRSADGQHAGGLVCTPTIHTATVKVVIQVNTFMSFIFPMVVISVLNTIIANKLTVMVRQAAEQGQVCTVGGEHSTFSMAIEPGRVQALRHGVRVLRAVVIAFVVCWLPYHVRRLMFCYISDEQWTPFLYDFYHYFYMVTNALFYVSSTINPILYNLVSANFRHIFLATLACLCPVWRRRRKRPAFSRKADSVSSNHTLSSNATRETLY
GPR35 antagonists – GPR35 antagonists blocking zaprinast-driven arrestin recruitment, primary screen, imaging, U2OS, beta-arrestin-GFP, zaprinast agonist (AID 2058). U2OS GPR35 beta-arrestin-GFP translocation imaging, zaprinast antagonism; higher % means a stronger effect. inhibition, % at 10 µM; hits with a dose series show IC50 in µM. actives 0.052% (n = 290,000);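 active means inhibition of at least 50% with at least 30 cells and total cytoplasm GFP at most 10,000,000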
MgcRacGAP inhibition – MgcRacGAP GTPase-activating activity inhibitors, confirmation, biochemical, ADP Hunter fluorescence; Rac GTPase-activating protein 1 (Homo sapiens); actives 0.6% (n = 340,000); AID 624330, 2012; MgcRacGAP-stimulated Rac1 GTP hydrolysis, ADP Hunter fluorescence; higher % means a stronger effect; GST-tagged Rac1 F28L mutant substrate; inhibition, % at 30 µM; hits with a dose series show IC50 in µM;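 active means first-screen hits whose inhibition reached a set limit at any dose in the follow-up dose series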;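 further: fluorescence reports GDP produced by GAP-driven GTP hydrolysis; strong numbers were not always called active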
NOD1 NF-kB reporter – NOD1 signaling inhibitors, primary screen, cell-based, luminescence, uHTS (AID 1578) | NOD1-driven NF-kB luciferase reporter cells, luminescence; higher % means a stronger effect | inhibition, % at 4 µM; hits with a dose series show EC50 in µM | actives 1% (n = 290,000); in the data active means inhibition mostly above about 36%, no sharp cut-off; inactive means mostly below about 34%;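 further: HEK-293T reporter cells stimulated with the NOD1 agonist gamma-tri-DAP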
GPR55 LPI antagonism – GPR55 antagonists blocking LPI-driven arrestin recruitment, primary screen, imaging, U2OS, beta-arrestin-GFP, LPI agonist (AID 2013); G-protein coupled receptor 55 (Homo sapiens); U2OS GPR55 beta-arrestin-GFP translocation imaging, LPI antagonism; higher % means a stronger effect; inhibition, % at 10 µM; hits with a dose series show IC50 in µM; actives 0.13% (n = 290,000);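 active means spots per cell inhibited over 60%, with over 100 cells counted and total cytoplasm intensity under 500,000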;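 further: U2OS cells stably carrying GPR55 and arrestin-GFP stimulated by 5 µM LPI near EC80; imaged beta-arrestin-GFP aggregate spots per cell after agonist stimulation; plate controls were LPI-stimulated DMSO wells for no effect and DMSO wells without LPI for full effect; some results filed as inactive read as strong as hits; confirmed hits need IC50 under 10 µM and bright autofluorescent wells are also inconclusive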
NTR1 agonist cell count 20 µM – also measured in NTR1 agonist; calls as there; cell count; measured here: cell count, cytotoxicity flag
Starred values were filed as active, the others as inactive; x = not tested or not shown; [ ] = dose if it differs, or a comment. Only part of the results is shown; count on the stated rates, not on these rows.

Compound	GPR55 beta-arrestin	KOR beta-arrestin-1	KOR beta-arrestin-2	UTI89 phage lysis	NTR1 agonist	NTR1 agonist cell count 20 µM	GPR35 antagonists	MgcRacGAP inhibition	NOD1 NF-kB reporter	GPR55 LPI antagonism
O=S(=O)(Cc1ccccc1Cl)CC(O)COc1ccccc1Cl (stereo not drawn)	-0.1%	-3.4%	-7%	1.8%	-0.8	55	13%	9%	-5%	1%
CCOC(=O)N1CCN(CC(=O)Nc2cc(OCC)ccc2OCC)CC1	-0.5%	-5.5%	-12%	-1.3%	0.8	62	-7%	14%	-25%	-3%
CCOC(=O)CSc1ccc(C(=O)Nc2ccc(Cl)cc2)cn1	-0.1%	2.7%	-34%[20 µM]	-1.8%	1.6	51	8%	5%	-28%	-1%
O=C(CC(NC(=O)c1ccccc1Cl)c1ccccc1)NC1=NCCS1 (stereo not drawn)	0.2%	0.3%	0%	0.2%	0.4	38	-6%	10%	-33%	-4%
CCc1nc(N2CCC3(CC2)OCCO3)c2nnn(Cc3ccccc3)c2n1	-0.3%	-1.0%	-6%	0.1%	2.8	51	-17%	0%	-20%	6%
COc1ccc2cc(-c3cc(C(=O)OCC(=O)Nc4c(C)n(C)n(-c5ccccc5)c4=O)c4ccccc4n3)ccc2c1	-0.2%	3.2%	-9%	3.8%	x	x	4%	3%	9%	19%
Cc1ccc(OCc2cc(C(=O)NCC(C)c3ccccc3)no2)cc1C (stereo not drawn)	-0.1%	7.6%	-10%	1.2%[50 µM]	-0.1	58	-5%	2%	-2%	1%
CCCCN(C)S(=O)(=O)c1c(C)[nH]c(=O)[nH]c1=O	-0.1%	2.8%	-8%	2.1%	2.4	55	-6%	7%	-8%	0%
CC1CCN(c2ccccc2NC(=O)c2ccc(Br)o2)CC1	0.3%	-1.7%	12%	0.9%[50 µM]	5.5	64	3%	4%	-23%	0%
CCCNc1nc2c(c(=O)[nH]c(=O)n2C)n1CCC(C)C	0.6%	-1.6%	36%	-0.2%	-0.8	53	17%	9%	9%	0%
CCOC(=O)c1c(NC(=O)COC(=O)c2cc(OC)c(OC)cc2[N+](=O)[O-])sc(C)c1CC	-0.3%	-1.9%	18%	1.5%[50 µM]	3.3	41	7%	3%	1%	12%
COC(=O)c1ccc(C)c(NC(=O)Cc2ccc([N+](=O)[O-])cc2)c1	-0.1%	x	-10%[20 µM]	x	2.4	86	12%	x	-18%	-2%
O=C(Nc1ccc2oc(-c3ccccc3)nc2c1)c1ccccc1F	0.1%	-6.5%	2%	5.0%	-2.7	81	2%	8%	-39%	2%
CC(CC(C)C(=O)Nc1ccccc1C(C)(C)C)C(=O)O (stereo not drawn)	0.4%	1.3%	-44%	1.9%	0.4	76	10%	5%	-50%	12%
C=CCN1C(=O)/C(=C2/Sc3ccc(OC)cc3N2CC)SC1=S	-0.2%	103%	-252%[20 µM]	0.8%	6.0	71	8%	14%	52%	-3%
COc1ccc(-c2noc(CN3CCC(Cc4ccccc4)CC3)n2)cc1	0.4%	-11%	11%	-0.1%	2.3	78	-1%	7%	25%	0%
O=C(CCN1CCOCC1)N1CCCC(Nc2ccc(F)cc2)C1 (stereo not drawn)	-0.1%	4.9%	-20%	0.6%	0.4	77	5%	9%	-27%	-3%
CCOc1ccccc1CN1CCN(Cc2nc3ccccc3s2)CC1CCO (stereo not drawn)	0.2%	x	-13%[20 µM]	0.2%	-0.4	97	-16%	-13%	-33%	15%
CC(=O)c1cc2c(cc1NC(=O)CCC1CCCC1)OCO2	-0.3%	5.0%	-29%	x	5.4	84	11%	x	71%*	-5%
O=C(CN1CCCC1)Nc1sc2c(c1C(=O)Nc1ccc(Br)cc1)CCC2	-0.1%	2.7%	-17%	0.6%	4.4	56	-7%	7%	-19%	8%
COc1ccccc1-c1cc(-c2cc(Cl)ccc2O)n[nH]1	0.2%	9.6%	-32%	1.7%	1.2	78	-2%	4%	-28%	2%
COCCNc1nc2ccccc2n1CC(=O)c1ccc(OC)c(OC)c1	-0.1%	5.0%	-1%	0.8%	-1.1	69	6%	7%	-33%	6%
COc1ccccc1N(CC(=O)NCCSCc1ccccc1)S(=O)(=O)c1ccc(C)cc1	-0.1%	-0.1%	-2%	-0.3%	8.6	35	-16%	8%	11%	13%
Cc1cc(N2C(=O)C3C4CC(C(Br)C4Br)C3C2=O)no1 (stereo not drawn)	-0.2%	1.0%	-27%	1.4%[50 µM]	0.6	89	2%	-9%	46%	-2%
Cc1cccc(Nc2nnc(SCC(=O)NC3CCCc4ccccc43)s2)c1 (stereo not drawn)	-0.1%	2.7%	-4%	1.1%[50 µM]	5.8	29	-4%	7%	-11%	21%
COC(=O)c1cc(NC(=O)Nc2ccccc2)ccc1Cl	0.0%	12%	1%	-0.1%	9.6	60	3%	7%	11%	-2%
COc1ccc(C(=O)CSC2=C(C#N)C3(CCCCC3)C(C#N)=C(N)N2)cc1	0.2%	2.1%	16%	12%	3.3	61	-13%	-3%	-4%	10%
CCCNC(=O)C1CC(=O)N(c2ccc(OCc3ccc(Cl)cc3)cc2)C1 (stereo not drawn)	-0.1%	-4.2%	-8%[20 µM]	0.0%	-0.3	45	4%	4%	-73%	-25%
Nc1ccc(C(=O)O)cc1[N+](=O)[O-]	-1.1%	-1.2%	22%	0.4%	0.0	44	-11%	3%	-22%	-8%
CC(=O)Nc1ccccc1C(=O)N1CC(C)OC(C)C1 (stereo not drawn)	-0.2%	-0.7%	12%	0.5%	0.3	52	7%	7%	-13%	6%
CN(C)C(=O)CSc1nnc(CCCCCNC(=O)OC(C)(C)C)o1	0.6%	0.9%	0%	0.2%	2.3	76	14%	8%	-2%	-11%
CCOc1cccc(C(=O)Nc2ccc3c(c2)OCCO3)c1	-0.2%	-0.5%	2%	-1.3%	0.5	69	7%	-3%	-53%	1%
CCN(CC)c1ccc(C(=O)OCC(=O)NC2CCCCC2C)cc1 (stereo not drawn)	-0.1%	-9.2%	-6%	-0.7%	1.6	83	0%	3%	5%	10%
Cc1cc(C)c2c(N)c(S(=O)c3ccc(C(C)(C)C)cc3)sc2n1 (stereo not drawn)	-0.1%	2.4%	-38%	-3.6%	4.0	45	-6%	15%	-17%	8%
O=C(O)c1cccc(N2CCCC2)c1	-0.1%	-7.6%	-3%	-0.6%	-1.8	87	4%	16%	-20%	12%
O=C(c1ccco1)N(Cc1ccco1)c1ccc(O)cc1	-0.2%	-8.6%	-5%	-0.1%	-0.2	48	-8%	13%	1%	1%
COc1cc(S(=O)(=O)N2CCCCC2)ccc1NC=O	0.6%	15%	-30%	-0.3%	-0.8	43	-8%	11%	-10%	-9%
CCCc1ccc(OCC(O)CN2CCCC2)cc1 (stereo not drawn)	-0.1%	1.2%	-17%[20 µM]	-0.7%	-1.2	55	0%	13%	-1%	-3%
O=C(CCn1cccn1)N1CCCC(N2CCN(c3cccc(Cl)c3)CC2)C1 (stereo not drawn)	-0.1%	-1.5%	16%	-0.1%	-0.9	60	8%	6%	-52%	-7%
CCOc1cc(C2NC(=O)NC(C)=C2C(=O)OC(C)CC)cc(Br)c1O (stereo not drawn)	0.3%	2.1%	-3%	0.2%	-1.1	91	-23%	1%	4%	-1%
CN(C)S(=O)(=O)c1cccc(NS(=O)(=O)c2ccc(Cl)s2)c1	-0.3%	-3.0%	9%	1.3%[50 µM]	0.0	81	-14%	-6%	-15%	6%
C=CCn1c(SCC(=O)Nc2nnc(CC)s2)nnc1-c1ccco1	0.2%	-0.4%	25%	1.4%	-3.5	88	-11%	6%	5%	7%
COc1ccc(CNC(=O)COC(=O)c2cc(-c3ccco3)nc3ccccc23)cc1	-0.1%	0.0%	-26%	x	x	x	2%	x	-26%	-2%
COc1ccc(CCNC(=O)C2CCN(C(=O)c3ccc(C(C)(C)C)cc3)CC2)cc1	0.6%	-6.4%	19%	0.0%	0.4	51	18%	3%	-1%	3%
CCOC(=O)c1cc(-c2cccnc2)nn1-c1ccccc1C	-0.1%	1.2%	-31%	-0.4%	-1.0	51	-2%	-5%	-15%	-2%
O=C(CN1CCN(C/C=C/c2ccccc2)CC1)NCc1ccc(Cl)cc1	0.2%	-2.0%	-4%	0.4%	0.1	55	-2%	8%	0%	-2%
Cc1ccc(OCC(=O)N(Cc2ccco2)C2CCS(=O)(=O)C2)cc1 (stereo not drawn)	-0.1%	-2.9%	6%	0.1%	0.9	63	-14%	-1%	-6%	0%
CN1CCN(c2nc3c(c(=O)n(C)c(=O)n3C)n2CC(N)=O)CC1	-0.2%	x	x	3.1%	-0.7	59	18%	5%	12%	-4%
Cc1nnc(SCC(=O)NC2CCCC2)n1CCc1ccccc1	1.3%	-2.3%	18%	0.1%	-2.2	61	17%	6%	-19%	2%
COCCn1c(C)cc(C(=O)COC(=O)c2n[nH]c3ccccc23)c1C	-0.2%	-5.2%	8%	-0.6%	-0.1	75	-18%	10%	3%	17%

Structures above printed as active in NOD1 NF-kB reporter:
Compound	GPR55 beta-arrestin	KOR beta-arrestin-1	KOR beta-arrestin-2	GPR35 antagonists	MgcRacGAP inhibition	NOD1 NF-kB reporter	GPR55 LPI antagonism
CC(=O)c1cc2c(cc1NC(=O)CCC1CCCC1)OCO2	-0.3%	5.0%	-29%	11%	x	71%*	-5%

Next section
Compound	GPR55 beta-arrestin	KOR beta-arrestin-1	KOR beta-arrestin-2	UTI89 phage lysis	NTR1 agonist	NTR1 agonist cell count 20 µM	GPR35 antagonists	MgcRacGAP inhibition	NOD1 NF-kB reporter	GPR55 LPI antagonism
COc1ccc(/C=C/C(=O)c2ccccc2)cc1COc1ccccc1F	5.4%	2.1%	-31%	5.8%	2.7	68	-6%	2%	21%	-2%
COc1ccc(CN2CCNC(=O)C2CC(=O)NCc2csc(C)n2)c(F)c1 (stereo not drawn)	-0.3%	-5.5%	-28%	0.2%	0.0	67	14%	-6%	-21%	2%
O=C(CCc1nnc2ccc(N3CCCCC3)nn12)NCc1ccco1	0.2%	-1.9%	-1%	-0.1%	-0.8	46	7%	13%	-6%	9%
CCn1c(C)nnc1SCC(=O)Nc1ccc2c(c1)OCCO2	-0.1%	-0.8%	18%	0.0%	0.2	59	-1%	3%	-13%	4%
